# Bioassay records as filed in PubChem BioAssay.
# PKM2 activator: activators of human pyruvate kinase M2. P14618. purified PKM2, Kinase-Glo ATP luminescence, activation; response scale: 0% is enzyme alone, no compound. Potency, µM (top dose mostly 57.5 µM), for inactives: at the highest dose activation, usual class: activators. hit rate 0.34% among 260,000. AID 1631; further: potency means the concentration at half of the fitted maximal effect; on the % scale 0 is the no-effect control and ±100 the full control effect; nearly all actives have a fitted effect of over 55% in size
# Target sequence (P14618 whole entry, looked up): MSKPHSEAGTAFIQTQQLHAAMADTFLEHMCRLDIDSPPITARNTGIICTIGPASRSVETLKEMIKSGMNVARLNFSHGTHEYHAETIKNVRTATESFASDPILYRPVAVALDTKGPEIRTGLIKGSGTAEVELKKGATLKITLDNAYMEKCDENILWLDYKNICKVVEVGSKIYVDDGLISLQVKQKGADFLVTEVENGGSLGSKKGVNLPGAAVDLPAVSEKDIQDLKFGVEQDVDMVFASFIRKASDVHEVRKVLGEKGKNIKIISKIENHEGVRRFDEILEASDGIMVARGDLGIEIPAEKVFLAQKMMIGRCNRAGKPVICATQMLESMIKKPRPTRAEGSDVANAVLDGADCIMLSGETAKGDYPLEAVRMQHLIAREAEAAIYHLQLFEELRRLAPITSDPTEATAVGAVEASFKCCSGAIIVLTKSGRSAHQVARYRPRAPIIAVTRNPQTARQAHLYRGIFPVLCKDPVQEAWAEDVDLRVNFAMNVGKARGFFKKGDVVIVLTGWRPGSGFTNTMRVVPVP
#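 Kinase-Glo luminescence reports ATP generated from ADP (0.1 mM) and PEP (0.5 mM) by purified hPK-M2 after 1 h at room temperature, pH 7.2 imidazole buffer; intermediate enzyme activity allows detecting inhibitors and activators.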
# NPC1 promoter act: activators of NPC1 promoter; Huh7 NPC1 promoter luciferase reporter, 24 h; Potency, µM (titrated, usually from 9.22 µM), inactives show top-dose activation, actives largely listed as activators; hit rate 2.4% among 320,000;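 further: potency means the concentration at half of the fitted maximal effect; % of control where 0% means no effect; nearly all actives have a fitted effect of over 60% in size; reporter is driven by a mutant NPC1 promoter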
#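 Stable NPC1-promoter luciferase Huh7 line; cpd (DMSO) 24 h, 37 °C, 5% CO2; Amplite luciferase reagent 10 min RT; luminescence readout. qHTS format.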
# Menin MLL FP TR: inhibitors of human menin-MLL interaction, mutant MLL peptide. O00255. Menin + Texas Red MLL mutant peptide, fluorescence polarization. Potency, µM (doses to about 61.6 µM), inactives show at the top dose FP activity change, negative = inhibition, hits mostly inhibitors. hit rate 0.23% among 270,000; active means well fitted inhibition curve with a large enough effect in the polarisation, with a control signal flat, not every such curve was filed as active; inconclusive means small, poorly fitted or top-dose-only effect, or effect the other way, or a change in a side signal; inactive means no such curve, though single readings can be large or run the other way; the % refers to the polarisation; further: potency means the concentration at half of the fitted maximal effect; % of control where 0% means no effect; many of its hits are not listed in these tables
# Giardia killer: kills Giardia lamblia. Giardia lamblia trophozoite viability. activity change, % at 7.66 µM, hits read low. hit rate 0.15% among 340,000; in the data active means activity change below about -80%; inconclusive means between about -30% and that limit;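 further: parasites exposed to compound for two days anaerobically before the ATP read; on the % scale 0 is the no-effect control and ±100 the full control effect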
#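 Giardia trophozoites, 100 cells per well, were exposed to compounds for 48 hrs at 37 deg C under anaerobic conditions; viability was then read as ATP content by bioluminescence after 15-30 min at room temperature.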
# p53 reactivator: restores transcriptional activity of mutant p53; H1299 p53-A138V BP100-luciferase reporter, luminescence, 24 h; hit rate 0.063% among 320,000; Potency, µM (titrated, usually from 92.2 µM), for the others: at the top dose activity change, positive = activation, actives largely listed as activators; further: potency means the concentration at half of the fitted maximal effect; % of control where 0% means no effect; nearly all actives have a fitted effect of over 45% in size
#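 H1299 (p53-null), stable ts p53-A138V + BP100-Luc; 1000 cells/well, Opti-MEM/10% FBS; cpd 4 pt, 1:5; 24 h, 37 deg C, 5% CO2; detection reagent 10 min RT; luminescence.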
# FLuc counter: firefly luciferase modulation, counter-screen for miR-21 project; P08659; purified FLuc, Km substrates, luminescence inhibition; Potency, µM (top dose mostly 57.5 µM), for the others: top-dose activity change, negative = inhibition, usual class: inhibitors; hit rate 6.9% among 360,000;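 further: potency means the concentration at half of the fitted maximal effect; plate controls were vehicle for no effect and reference inhibitor for full effect; nearly all actives have a fitted effect of over 55% in size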
# Target sequence (P08659 whole entry, looked up): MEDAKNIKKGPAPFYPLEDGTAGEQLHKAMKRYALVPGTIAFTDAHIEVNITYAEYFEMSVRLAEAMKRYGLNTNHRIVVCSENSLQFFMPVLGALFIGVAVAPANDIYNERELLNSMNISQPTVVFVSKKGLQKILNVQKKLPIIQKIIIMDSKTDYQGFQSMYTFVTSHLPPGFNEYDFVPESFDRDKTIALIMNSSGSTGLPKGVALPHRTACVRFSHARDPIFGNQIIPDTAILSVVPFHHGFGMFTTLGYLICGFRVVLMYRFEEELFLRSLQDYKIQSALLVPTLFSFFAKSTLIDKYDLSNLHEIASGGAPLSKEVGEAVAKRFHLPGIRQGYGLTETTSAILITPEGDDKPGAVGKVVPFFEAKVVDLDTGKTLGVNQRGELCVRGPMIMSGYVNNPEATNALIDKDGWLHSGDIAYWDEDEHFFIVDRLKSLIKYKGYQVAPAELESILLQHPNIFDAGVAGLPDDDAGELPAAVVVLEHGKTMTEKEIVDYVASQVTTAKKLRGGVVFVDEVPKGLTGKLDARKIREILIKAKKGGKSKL
#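 Purified P. pyralis luciferase, 10 nM final, with Km-level 10 uM D-luciferin and 10 uM ATP in 50 mM Tris acetate pH 7.5, 10 mM Mg acetate, 0.01% Tween-20, 0.05% BSA; 6-point qHTS titration about 60 µM downward; luminescence read.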
# VP16 counter: inhibits Gal4-VP16 luciferase reporter, ROR gamma counter-screen; hit rate 3.5% among 310,000; AID 2546; Drosophila S2 Gal4-VP16 UAS-luciferase, luminescence, 20 h; Potency, µM (top dose mostly 53.6 µM), for inactives: at the highest dose activity, negative = inhibition, actives largely listed as inhibitors;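 further: Gal4-VP16 expression switched on by copper sulfate through the metallothionein promoter; potency means the concentration at half of the fitted maximal effect; on the % scale 0 is the no-effect control and ±100 the full control effect; nearly all actives have a fitted effect of over 50% in size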
# RORgamma inh: inhibitors of mouse ROR gamma transcriptional activity. P51450. Drosophila S2 Gal4-RORgamma UAS-luciferase reporter, 20 h. Potency, µM (doses to about 53.6 µM), inactives show at the top dose activity change, negative = inhibition, hits mostly inhibitors. hit rate 5.4% among 310,000. AID 2551; further: potency means the concentration at half of the fitted maximal effect; on the % scale 0 is the no-effect control and ±100 the full control effect; nearly all actives have a fitted effect of over 60% in size
#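 ROR gamma transcriptional activity was tracked as Gal4-UAS luciferase output in stably transfected Drosophila Schneider cells, with compound added 1 hr before 700 uM copper sulfate induction and a 20 hr ambient-temperature incubation.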
# BRCA1 expr act: activators of BRCA1 expression. Potency, µM (doses to about 46.1 µM), for inactives: top-dose activation, most hits filed as activators. AID 624202. hit rate 1.1% among 380,000. MCF7-BRCA1-FFLuc reporter, luminescence, 48 h; response scale: scaled: vehicle 0%, 10 µM genistein 100%; further: potency means the concentration at half of the fitted maximal effect; nearly all actives have a fitted effect of over 80% in size; some results filed as inactive show a strong effect at the top dose
#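 Activators of BRCA1 expression were detected as increased firefly luciferase luminescence in engineered MCF7 cells after 48 h compound incubation. Signals were scaled to genistein 10 microM as full activation.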
# ELG1 genotox: induces genotoxicity in HEK293T cells with luciferase-tagged ELG1. HEK293T ELG1-luciferase reporter, luminescence, 16 h. Potency, µM (doses to about 46 µM), for the others: top-dose activity change, positive = activation, hits mostly activators. hit rate 1.3% among 330,000; further: potency means the concentration at half of the fitted maximal effect; % of control where 0% means no effect; nearly all actives have a fitted effect of over 60% in size
#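 Genotoxicity was scored as increased ELG1-luciferase reporter signal, measured by ONE-Glo luminescence (30 min, room temperature). Compound or vehicle exposure of the HEK293T reporter cells lasted 16 hr at 37°C.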
# Rab9 promoter act: activates the Rab9 promoter | Huh7 Rab9 promoter-luciferase reporter, luminescence, 24 h | Potency, µM (titrated, usually from 9.22 µM), inactives show top-dose activation, negative = inhibition, hits mostly activators | hit rate 2.8% among 320,000 | AID 485297; further: potency means the concentration at half of the fitted maximal effect; % of control where 0% means no effect; nearly all actives have a fitted effect of over 60% in size
#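 Huh7 reporter line, Rab9 promoter upstream of luciferase. Compound exposure 24 h at 37 °C in reduced-serum medium with 10% FBS. Read-out: luminescence.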
# * hit, by the source's call; ? = inconclusive; nt = not tested or not shown; & = joins results of further samples; [ ] = dose if it differs, or a comment. Unless noted, the call rests on the fitted dose curve; in most records, active means well fitted curve in the direction sought with a large enough effect; inconclusive means small, poorly fitted or top-dose-only effect, or another doubt; inactive means no such curve, though single readings can be large; an effect the other way counts as inactive or inconclusive. Not all compounds are listed; count on the stated rates, not on these rows.
SMILES,PKM2 activator,NPC1 promoter act,Menin MLL FP TR,Giardia killer,p53 reactivator,FLuc counter,VP16 counter,RORgamma inh,BRCA1 expr act,ELG1 genotox,Rab9 promoter act
CC(Sc1nnnn1C)C(=O)Nc1ccccc1-c1ccccc1 (configuration not stated),-2%,-2%,0%,-17,-8%,2%,-4%,-4%,13%,-1%,2%
CCCCOc1ccc(-c2n[nH]c(=S)n2Cc2ccccc2)cc1,nt,1%,0%,2,18%,0%,?,1.6µM*,-44%,-3%,-9%
CCOC(=O)c1cn(Cc2ccc(C)cc2)nn1,1%,-2%,0%,-6,6%,-2%,-4%,10%,42%,3%,-3%
O=C(Nc1cccc(C(F)(F)F)c1)C1CCN(S(=O)(=O)c2cccnc2)CC1,nt,-1%,19%,-19,-6%,1%,-6%,24%,-20%,-4%,1%
N#Cc1c(SCC(=O)N2CCOCC2)nsc1SCC(=O)N1CCOCC1,-6%,-3%,11%,-8,8%,2%,-3%,1%,-9%,-7%,8%
O=C(NC(=S)Nc1ccc(NC(=O)c2ccco2)cc1)c1ccccc1,-5%,8%,-1%,-6,4%,0%,-5%,-21%,17%,?,-3%
COCCCNS(=O)(=O)c1cccc(S(=O)(=O)c2cccc(S(=O)(=O)NCCCOC)c2)c1,nt,-2%,-15%,-5,-3%,-1%,-24%,35%,-28%,-9%,-6%
Oc1ccc(C[C@H]2CNCCN2CC2(c3ccccc3)CC2)cc1,nt,3%,nt,44[activator],-5%,1%,nt,nt,3%,1%,-2%
Cc1cc(OCCOc2cccc3cccnc23)cc(C)c1Cl,-14%,-1%,-3%,10,0%,?,-29%,20µM*,16%,0%,0%
COc1cccc(NC(=O)COC(=O)c2ccccc2SCC(=O)N2CCCC2)c1,nt,8%,nt,-5,0%,?,nt,nt,0%,-1%,-1%
COc1ccc(Cl)cc1C(=O)N1CCN(c2ccccn2)CC1,2%,-5%,12%,-6,-4%,-3%,-12%,12%,13%,2%,6%
Cc1nc2sc(C(c3ccccc3)N3CCN(C)CC3)c(O)n2n1 (configuration not stated),7%,-1%,nt,-2,-1%,1%,-10%,10%,0%,0%,-6%
Cc1ccc(N=C2NC(=O)CS2)cc1,-2%,1%,12%,1,-5%,5%[2.3 µM],8%,7%,1%,0%,5%
O=S(=O)(Nc1cccnc1)c1ccc(Br)c2ccccc12,-8%,6%,31%[activator],6,-58%[inhibitor],-13%,-22%,?,-21%,-4%,0%
CC(C)COP(=O)(c1ccc(N(C)C)cc1)C(O)c1ccccc1F (configuration not stated),0%,-6%,?,21,-13%,1%,-4%,35%,-3%[1.84 µM],1%,14%
Cc1ccc(C)c(C2=CSC3=NS(=O)(=O)CCN23)c1,0%,-3%,9%,-15,-15%,2%,-14%,14%,20%,0%,-1%
Cc1cccc(C)c1NC(=O)C1c2cccc[n+]2CC(=O)N1Cc1ccc2c(c1)OCO2 (configuration not stated),2%,-2%,-18%,5,0%,-4%,-6%,17%,14%,0%,-10%
c1ccc(CCn2nnnc2C(c2cccs2)N2CCOCC2)cc1 (configuration not stated),3%,1%,1%,1,-2%,2%[2.3 µM],14%,16%,6%,-2%,-1%
COc1cc(-c2n[nH]c(=S)n2-c2cccc(C(F)(F)F)c2)cc(OC)c1OC,-6%,5%,0%,26,-12%,-1%,2%,24%,-29%,?,-3%
CS(=O)(=O)N(CC(=O)N1CCc2ccccc2C1)Cc1ccc(Cl)cc1,3%,-3%,nt,12,-4%,5%,3%,13%,-34%,-4%,-3%
CCN1CCN(/C=N/c2nc3c(s2)CCCC3)CC1,15%,?,-5%,8,-9%,1.3µM*,7.1µM*,8.9µM*,-70%[inhibitor],0.92µM*,?
CC(=NCc1cccc(Cl)c1)c1nc(-c2ccco2)oc1O,-6%,4%,5%,2,6%,-19%,6%,?,-24%,0%,0%
Cc1nc2ccc(NC(=O)N3CCSCC3)cc2s1,1%,5%,nt,-11,12%,?,16%,40%,66%,10%,0%
CCN1C(=O)CSc2ccc(C(=O)NCc3ccccc3OC)cc21,-5%,-2%,1%,-9,-8%,-6%,-15%,12%,-4%,-2%,-4%
CCN(CC(=O)Nc1ccc(OC)cc1)C(=O)c1ccc2c(c1)NC(=O)CS2,nt,-2%,nt,30,-2%,2%,nt,nt,3%,1%,2%

# Pulled by structure from above, three records:
SMILES,PKM2 activator,NPC1 promoter act,Menin MLL FP TR,Giardia killer,p53 reactivator,FLuc counter,VP16 counter,RORgamma inh,BRCA1 expr act,ELG1 genotox,Rab9 promoter act
Oc1ccc(C[C@H]2CNCCN2CC2(c3ccccc3)CC2)cc1,nt,3%,nt,44[activator],-5%,1%,nt,nt,3%,1%,-2%
CCN(CC(=O)Nc1ccc(OC)cc1)C(=O)c1ccc2c(c1)NC(=O)CS2,nt,-2%,nt,30,-2%,2%,nt,nt,3%,1%,2%
CC(C)COP(=O)(c1ccc(N(C)C)cc1)C(O)c1ccccc1F (configuration not stated),0%,-6%,?,21,-13%,1%,-4%,35%,-3%[1.84 µM],1%,14%

# Entries of single compounds, quoted from the list:
# Profile of `Cc1ccc(N=C2NC(=O)CS2)cc1` = PKM2 activator = -2%; NPC1 promoter act = 1%; Menin MLL FP TR = 12%; Giardia killer = 1; p53 reactivator = -5%; FLuc counter = 5%[2.3 µM]; VP16 counter = 8%; RORgamma inh = 7%; BRCA1 expr act = 1%; ELG1 genotox = 0%; Rab9 promoter act = 5%
# Profile of `Cc1cc(OCCOc2cccc3cccnc23)cc(C)c1Cl` = PKM2 activator = -14%; NPC1 promoter act = -1%; Menin MLL FP TR = -3%; Giardia killer = 10; p53 reactivator = 0%; FLuc counter = ?; VP16 counter = -29%; RORgamma inh = 20µM*; BRCA1 expr act = 16%; ELG1 genotox = 0%; Rab9 promoter act = 0%

# The results go on.
SMILES,PKM2 activator,NPC1 promoter act,Menin MLL FP TR,Giardia killer,p53 reactivator,FLuc counter,VP16 counter,RORgamma inh,BRCA1 expr act,ELG1 genotox,Rab9 promoter act
CC(C)c1nnc(NC(=O)C2CCCN(C(=O)Nc3ccc(F)cc3)C2)s1 (configuration not stated),nt,-9%,nt,16,0%,-1%,-1%,0%,-9%,0%,0%
CCCCc1nc(NCCN2CCOCC2)c(C#N)c2c1COC(C)(C)C2,-6%,-3%,1%,-4,-3%,1%,4%,12%,-41%,2%,6%
O=C(NCCN1CCCCC1)Nc1cccc(Cl)c1Cl,0%,-5%,-1%,22,18%,4%,0%,21%,13%,-6%,0%
CC1CCN(C(=O)c2ccc(NC(=O)C3CCCO3)cc2)CC1 (configuration not stated),9%,1%,-6%,-9,6%,0%,0%,-8%,-20%,0%,-5%
Clc1ccccc1C1=Nn2c(nnc2-c2ccco2)SC1,0%,-5%,nt,-10,-5%,4%,-1%,-20%,-16%,0%,4%
CCN1C(=O)C(O)(CC(=O)c2c(C)coc2C)c2ccccc21 (configuration not stated),-2%,2%,0%,-6,-1%,-2%,-20%,2%,-12%,2%,9%
CCOC(=O)CC(=O)Nc1ccc(C(=O)OCC)cc1,-1%,0%,-16%,10,16%,-20%,18%,24%,38%,19%,1%[1.84 µM]
COc1cccc(CN2CC(C(=O)N3CCCO3)CCC2=O)c1 (configuration not stated),4%[0.46 µM],0%,-14%,10,8%,3%,6%,3%,-3%,0%,2%
CCC(=O)NC(=S)Nc1ccc(NC(=O)c2ccco2)cc1,-9%,11%,4%,-15,12%,?,8%,-19%,74%,16%,29%
N#Cc1ccc(C(=O)NNC(=O)c2ccncc2)cc1,-5%,1%,11%,1,nt,7%,-5%,-11%,2%,-1%,0%
COc1cc(NC(=S)Nc2ccccn2)c(OC)cc1Cl,-13%,13%,-2%,28,11%,-1%,7.1µM*,1.3µM*,-33%,?,11%
Cc1cc(C)cc(NC(=O)c2ccc3c(c2)CCN3S(C)(=O)=O)c1,nt,0%,62%[activator],-6,-3%,?,23%,-9%,41%,0%,-5%
CCN(CC)c1c2c(c(C#N)c3nc4ccccc4n13)CCC2,-3%,-2%,-16%,-14,-2%,0%,-3%,-2%,-23%,-6%,-3%
CC[C@@]12C(=O)N(c3ccc(C)cc3)C(=O)N1[C@H](c1cccc(C)c1)[C@@H]1C(=O)N(Cc3ccccc3)C(=O)[C@@H]12,nt,-6%,nt,16,2%,6%,nt,nt,-11%,-4%,-6%
COC(=O)C1(C)NCCc2c1[nH]c1ccccc21 (configuration not stated),nt,1%,nt,-7,-11%,-1%,nt,nt,11%,2%,12%
COC(=O)C1=C(C)N(Cc2ccccc2)C(=NCCc2cccnc2)N[C@H]1c1ccccc1,-3%&-2%,-6%&-5%,0%&-10%,27,nt,0%&5%,0%&1%,-3%&-13%,-36%,-8%,-4%&-4%
